Screening data from PubChem BioAssay.
Apoferritin bind: candidate novel general anesthetic via apoferritin binding | Potency, µM (top dose mostly 77.5 µM), without a hit: at the top dose activity change, negative = displacement, actives largely listed as inhibitors | apoferritin/1-aminoanthracene competitive binding, fluorescence | 0.074% of 350,000 active | P02791; further: potency means the concentration at half of the fitted maximal effect; on the % scale 0 is the no-effect control and ±100 the full control effect; nearly all actives have a fitted effect of over 20% in size
Target sequence (P02791 2-175 limits assumed): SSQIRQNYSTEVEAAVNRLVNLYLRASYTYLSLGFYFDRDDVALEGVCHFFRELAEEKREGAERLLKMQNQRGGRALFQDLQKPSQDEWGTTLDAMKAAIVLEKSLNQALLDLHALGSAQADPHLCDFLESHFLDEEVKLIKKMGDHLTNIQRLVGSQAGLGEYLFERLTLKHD
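Horse-spleen apoferritin (10 uM) was mixed with 50% saturated 1-aminoanthracene in PBS, exposed to compounds for 10 min at room temperature, and read for fluorescence (ex 380 nm, em 535 nm). Competitive displacement was fitted with a four-parameter Hill equation.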
POLI inh: blocks human DNA polymerase iota activity; Pol iota fluorescent replication assay, 10 min; Potency, µM (series often up to 115 µM), for inactives: top-dose activity, negative = inhibition, most hits filed as inhibitors; 1% of 390,000 active; AID 588590; further: potency means the concentration at half of the fitted maximal effect
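Fluorescent replication assay read twice, at 0 min and 10 min after adding 50 nM (final) substrate. Enzyme (10 nM) and compounds were first incubated 15 min at room temperature; enzyme-free buffer wells were negative controls.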
RXFP1 antag: blocks the human relaxin receptor RXFP1. Q9HBX9. HEK293-RXFP1, relaxin-stimulated cAMP HTRF, 30 min; stronger effect = lower value. activity change, negative = inhibition, % at 57.5 µM. 0.59% of 350,000 active. AID 1259400;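 active means activity change of -60% or lower, but not beyond a set lower limit; inconclusive means change between -60% and -40%, or beyond the set limit; inactive means change above -40%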; further: on the % scale 0 is the no-effect control and ±100 the full control effect
BLM inh: blocks DNA unwinding by human BLM helicase | Potency, µM (top dose mostly 56.1 µM), for inactives: top-dose activity change, negative = inhibition, actives largely listed as inhibitors | P54132 | 0.2% of 350,000 active | recombinant BLM DNA unwinding, fluorescence dequenching;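 further: potency means the concentration at half of the fitted maximal effect; plate controls were vehicle for no effect and no enzyme for full effect; nearly all actives have a fitted effect of over 35% in size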
Tb PGK inh: T. brucei PGK inhibition; Potency, µM (highest dose often 57.5 µM), for the others: at the top dose activity change, negative = inhibition, hits mostly inhibitors; 0.043% of 380,000 active; PGK/GAPDH coupled, Kinase-Glo luminescence, 60 min; P07378; further: potency means the concentration at half of the fitted maximal effect; on the % scale 0 is the no-effect control and ±100 the full control effect; nearly all actives have a fitted effect of over 60% in size
Target sequence (P07378 whole entry, looked up): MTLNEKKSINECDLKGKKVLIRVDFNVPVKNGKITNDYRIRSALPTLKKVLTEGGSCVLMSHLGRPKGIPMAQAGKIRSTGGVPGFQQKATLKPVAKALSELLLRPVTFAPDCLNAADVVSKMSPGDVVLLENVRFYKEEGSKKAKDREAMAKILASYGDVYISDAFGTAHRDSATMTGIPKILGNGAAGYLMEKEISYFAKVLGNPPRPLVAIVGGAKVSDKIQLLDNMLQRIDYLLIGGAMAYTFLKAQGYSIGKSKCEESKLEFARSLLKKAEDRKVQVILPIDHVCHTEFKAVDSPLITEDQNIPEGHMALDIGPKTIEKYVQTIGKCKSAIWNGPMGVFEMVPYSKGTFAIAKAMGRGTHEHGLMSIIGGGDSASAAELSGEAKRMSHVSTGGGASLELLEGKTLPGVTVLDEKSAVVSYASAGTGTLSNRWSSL
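Recombinant glycosomal PGK reaction used 1,3-bisphosphoglycerate generated in-well by GAPDH (100nM final) in 100mM TEA pH 7.6, 5mM MgCl2, 0.01% Tween-20. After 60 minutes at room temperature, ATP was read by Kinase-Glo Plus luminescence end-point.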
APEX1 inh: APE1 (human) endonuclease inhibition. AID 2517. Potency, µM (series often up to 65.8 µM), for the others: top-dose activity change, negative = inhibition, most hits filed as inhibitors. recombinant APE1, TAMRA/BHQ-2 abasic DNA cleavage fluorescence. 0.35% of 350,000 active;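 further: potency means the concentration at half of the fitted maximal effect; plate controls were vehicle for no effect and reference inhibitor for full effect; nearly all actives have a fitted effect of over 55% in size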
Target sequence (P27695 whole entry, looked up): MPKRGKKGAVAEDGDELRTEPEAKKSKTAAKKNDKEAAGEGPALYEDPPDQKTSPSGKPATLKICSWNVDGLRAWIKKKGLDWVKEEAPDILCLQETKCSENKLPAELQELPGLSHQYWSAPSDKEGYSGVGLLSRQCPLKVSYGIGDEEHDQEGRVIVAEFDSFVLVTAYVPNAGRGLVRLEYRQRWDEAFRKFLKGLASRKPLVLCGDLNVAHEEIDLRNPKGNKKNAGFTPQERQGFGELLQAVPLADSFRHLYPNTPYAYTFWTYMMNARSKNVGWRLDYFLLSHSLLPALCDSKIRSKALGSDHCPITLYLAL
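Kinetic fluorescence read (525 ex/598 em nm, three reads 60 s apart) of AP-site incision; signal = third minus first read. Enzyme 0.75 nM, dual-labelled THF duplex 50 nM, compound preincubation 15 min RT.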
POLK inh: inhibitors of human DNA polymerase kappa. 0.53% of 400,000 active. Potency, µM (top dose mostly 107 µM), for inactives: at the highest dose activity, negative = inhibition, usual class: inhibitors. AID 588579. purified Pol kappa, fluorescent DNA synthesis assay, 10 min; further: potency means the concentration at half of the fitted maximal effect; on the % scale 0 is the no-effect control and ±100 the full control effect
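Readout: fluorescence, taken kinetically at 0 and 10 min. Conditions: 10 nM Pol kappa, 15 min RT compound preincubation, 50 nM substrate final. Controls: enzyme-free buffer wells.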
Pol beta inh: blocks human DNA polymerase beta activity; Potency, µM (titrated, usually from 114 µM), without a hit: top-dose activity change, negative = inhibition, most hits filed as inhibitors; AID 485314; P06746; Pol beta primer extension/strand displacement, fluorescence kinetic; 1.3% of 340,000 active; further: potency means the concentration at half of the fitted maximal effect; on the % scale 0 is the no-effect control and ±100 the full control effect
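Kinetic readout of DNA synthesis with strand displacement by Pol beta. Compound and 10 nM enzyme sit 15 min at room temperature; 50 nM substrate starts the reaction, read immediately and at 10 min.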
POLH inh: inhibitors of human DNA polymerase eta; Q9Y253; recombinant Pol eta, fluorescent DNA replication assay; Potency, µM (highest dose often 114 µM), inactives show at the top dose activity change, negative = inhibition, most hits filed as inhibitors; 1.2% of 390,000 active; further: potency means the concentration at half of the fitted maximal effect; on the % scale 0 is the no-effect control and ±100 the full control effect
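Pol eta (10 nM) was preincubated with compounds for 15 min at room temperature, after which fluorescent replication substrate (50 nM final) was added to start the reaction. Fluorescence was read kinetically at 0 and 10 min.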
The depositor's hits bear a star; i = inactive; u = inconclusive; x = not tested or not shown; & = joins results of further samples; [ ] = another dose, or the depositor's remark. Unless noted, the call rests on the fitted dose curve; in most records, active means well fitted curve in the direction sought with a large enough effect; inconclusive means small, poorly fitted or top-dose-only effect, or another doubt; inactive means no such curve, though single readings can be large; an effect the other way counts as inactive or inconclusive. These rows are one share of the data; count on the stated rates, not on these rows.

BLM inh	Apoferritin bind	Pol beta inh	POLI inh	POLH inh	RXFP1 antag	APEX1 inh	POLK inh	Tb PGK inh	SMILES
-7%	u	14%	18%	-19%	1	34%	-4%	-7%	COc1ccc(C(=O)NC(=S)Nc2cccc3ncccc23)cc1[N+](=O)[O-]
1%	-5%	28%	-12%	-13%	-5	x	-6%[60.1 µM]	i	COc1ccc(N2CCN(C(=O)Cc3c(C(=O)O)c(C)cn3C)CC2)cc1
1%	2%	-7%	-1%	-8%	0	-6%	-19%	-5%	O=C(COC(=O)c1cccc(N2C(=O)c3ccccc3C2=O)c1)Nc1ccccc1
-4%	-19%	-4%	8%	-6%	0	0%	-8%	-4%	CCOc1ccc(Br)cc1/C(C)=N\NC1=NCCN1
-4%	u	22%	11%	5%	3	-4%	-5%	6%	COc1ccc(Cn2nnc(C(=O)Nc3ccc(F)cc3)c2N)cc1
-10%	-15%&-6%	13%[57.1 µM]	u	-8%	x	-4%&0%&7%	-6%[60.1 µM]	-9%	Cc1ccc(S(=O)(=O)N[C@@H](Cc2ccccc2)C(=O)CCl)cc1
x	x	x	-25%	-18%	12	-1%	-4%	-16%	CN(C)S(=O)(=O)c1ccc(N2CCCC2)c(C(=O)NNC(=O)c2ccccc2)c1
-4%	-7%	26%	26%	0%	0	-5%	-18%	5%	O=C(Nc1ccc(Oc2ccccc2)nc1)C1CCCCN1Cc1ccco1 (stereo not drawn)
2%[21.4 µM]	1%[29.3 µM]	x	x	x	x	5%[21 µM]	-3%[12 µM]	x	Clc1cnccn1
-10%	-14%	0%	22%	-15%	-2	-3%	-9%	-4%	O=Cc1cc2ccccc2nc1SCc1ccc(Cl)cc1
-2%	-7%	16%	-8%	-2%	-3	5%	-7%	1%	CCOc1ccc(NC(=O)NCCN2C(C)CCCC2C)cc1 (stereo not drawn)
x	x	x	79µM*	u	u	24µM*	22µM*	u	CCN(CC)c1ccc2nc3ccc(N)cc3[n+](-c3ccccc3)c2c1
-13%	4%	14%	31%[activator]	-13%	-3	-5%	13%	i	CCC(=O)N(CCC1(C(C)C)CCOC(C)(C)C1)C(C)c1cccs1 (stereo not drawn)
4%	0%	13%	25%	-7%	-4	15%	7%	-6%	C=CCOCC(O)Cn1c(N2CCCC2)nc2c1c(=O)n(C)c(=O)n2C (stereo not drawn)
-1%	-4%	5%	23%	-4%	-2	-2%	4%	-11%	Cc1ccccc1NC1=NC2(CCCC2)N=C(N)N1
-5%	51%[activator]	3%	-7%	-12%	-13	x	-6%	6%	COc1cccc(-c2nc(CS(=O)(=O)CC(=O)Nc3ccc(C)c(Cl)c3)c(C)o2)c1
-4%	-5%	37%[activator]	102%[activator]	-9%	-3	3%	-1%	0%	CC(NC(=O)COc1ccccc1)C(c1cccs1)N1CCCC1 (stereo not drawn)
-4%	-3%	-4%	164%[activator]	-19%	-5	u	6%	4%	COc1ccc(-c2[nH]ncc2CN(C)Cc2ccccn2)c(OC)c1
x	x	x	14%	-22%	-9	-10%	-10%	-4%	CC1CC(C)CN(C(=O)COC(=O)c2cccc(S(=O)(=O)N(C)c3ccccc3)c2)C1 (stereo not drawn)
-7%	-8%	-2%	5%	-7%	-11	7%	-8%	-1%	O=C(Nc1nccs1)c1cn(-c2ccccc2)nc1-c1ccccc1

Brought forward from above: two compounds; new compounds follow.
BLM inh	Apoferritin bind	Pol beta inh	POLI inh	POLH inh	RXFP1 antag	APEX1 inh	POLK inh	Tb PGK inh	SMILES
x	x	x	14%	-22%	-9	-10%	-10%	-4%	CC1CC(C)CN(C(=O)COC(=O)c2cccc(S(=O)(=O)N(C)c3ccccc3)c2)C1 (stereo not drawn)
-7%	-8%	-2%	5%	-7%	-11	7%	-8%	-1%	O=C(Nc1nccs1)c1cn(-c2ccccc2)nc1-c1ccccc1
-4%	-7%	63%	49%[activator]	-11%	-7	-10%	3%	i	CCCn1nnnc1SCC(=O)NC1CCCC1
-4%	-11%	9%	38%[activator]	-8%	-5	2%	-13%	1%	COC(=O)c1nc(NC(=O)c2ccc(C(C)(C)C)cc2)n[nH]1
1%	-13%	11%	-1%	-4%	13	-1%	-12%	2%	CCOC(=O)c1ccc(N2C(=O)CC(N3CCC(C(=O)OCC)CC3)C2=O)cc1 (stereo not drawn)
-1%	-4%	44%	-6%	-5%	-4	-4%	-6%	9%	CCOc1ccc(CCNC(=O)c2cccc(NC3=NC4CS(=O)(=O)CC4S3)c2)cc1 (stereo not drawn)
x	x	x	-22%	-2%	x	-5%	0%	2%	COc1ccc(CN(C)C(=O)Cn2ccc(NC(=O)OCc3ccccc3)nc2=O)cc1OC
-14%	-11%	2%	97%[activator]	-7%	-6	-3%	-15%	-10%	O=C(OC1CCOC1=O)c1cccc(S(=O)(=O)N2CCc3ccccc3C2)c1 (stereo not drawn)
x	x	x	27%	-22%	0	x	2%	-2%	CC12CCC(C(S(=O)(=O)Nc3ccccc3)C1=O)C2(C)C (stereo not drawn)
-9%	-6%	-7%	20%	-1%	-28	-4%	0%	0%	Nc1nonc1-n1nnc(C(=O)N/N=C/c2ccccc2)c1CN1CCc2ccccc21
1%	-12%	6%	-28%[58.9 µM]	-1%	-16	13%	-29%	-3%	N#Cc1ccccc1NC(=O)c1ccccc1OCC(=O)NCc1ccco1
-2%	13%	1%	7%	-15%	-5	5%	-15%	-8%	COc1cc(-c2nc(-c3cccc(C(F)(F)F)c3)no2)cc(OC)c1OC
2%&1%	-12%&-6%	-32%	2%&17%	-15%	x	-11%&-2%	-2%&-5%	i	COc1cc(O)c(C(CCN2CCCC(C)C2)c2ccc(N(C)C)cc2)c(OC)c1 (stereo not drawn)
-3%	-10%	20%	18%	-12%	-7	-4%	-12%	-1%	Cc1ccc(-n2ncc(C#N)c2/N=C/N2CCCCCC2)cc1
-1%	-12%	19%	-6%	1%	13	2%	-21%	-1%	Cc1noc(C)c1COc1ccc(C(=O)OC(C)C(=O)Nc2ccc(N3CCOCC3)cc2)cc1 (stereo not drawn)
-4%	-12%	7%	u	-9%	14	4%	-3%	x	COc1ccc(CSc2nc3nc(C)cc(C)n3n2)cc1F
-4%	-4%	x	x	x	x	1%	2%[60.1 µM]	x	N#Cc1ccc(NCCNCC(=O)N2N=CCC2C#N)nc1 (stereo not drawn)
-3%&-3%	6%&-18%	3%&21%	30%&-23%	-3%&22%	-2&-15	15%	-8%&0%	1%&0%	COc1ccc(-c2cc(C)no2)cc1S(=O)(=O)N1CCOc2ccc(Cl)cc21
x	x	x	18%	-18%	x	15%	-21%	-2%	C/C=C(/C)C(=O)O[C@@H]1Cc2c(ccc3ccc(=O)oc23)OC1(C)C
-9%	-19%	-1%	14%	-3%	-10	7%	-19%	0%	Cn1c(N)c(C(=O)COC(=O)CSc2ccccc2)c(=O)n(C)c1=O
0%	-8%	u	2%	-14%	5	4%	-3%	-1%	Cn1cnnc1SCC(=O)NCCc1ccccc1
-5%	u	4%	26%	-26%	-25	x	-1%	-6%	Cc1ccc(-n2ncc(C(=O)NCc3ccco3)c2C2CCN(C(=O)OC(C)(C)C)CC2)c(C)c1
-4%	u	-8%	9%	1%	-28	5%	-3%	7%	CC(C)CC(=O)Nc1ccc(C(=O)Cn2nc(C(=O)O)c3ccccc3c2=O)cc1
-6%	-22%	1%	-26%	-19%	-2	17%	-20%	-3%	Cc1cc(C(=O)N/N=C\c2cc(C(C)(C)C)ccc2O)n[nH]1
-1%	4%	x	x	x	x	0%&-4%	3%[19.4 µM]	x	CCCCC[C@H](O)/C=C/[C@H]1C=CC(=O)[C@@H]1CCCCCCC(=O)O
0%	-8%	8%	4%	-10%	-9	-3%	3%	i	CCNC(=O)c1c(C)nc2ccccn12
-6%	-5%	34%	33%[activator]	-15%	4	16%	-19%	8%	CC(=O)Oc1c(S(=O)(=O)c2ccccc2)c(C)nn1C(C)(C)C
-4%	25%	0%	5%	-5%	2	-5%	7%[60.1 µM]	0%	COC1C=CC(CNC(=O)c2cc3c(=O)n4cccc(C)c4nc3n2C)(OC)O1 (stereo not drawn)
x	x	x	14%	-22%	1	1%	-1%	i	CCc1ccc(C(=O)OCC(=O)N(CC)c2c(N)n(Cc3ccccc3)c(=O)[nH]c2=O)cc1
1%	3%	3%	-9%	-21%	-9	48%	-5%	-2%	Cc1cccc(C)c1NC(=O)NC1(C(=O)N2CCN3CCCC3C2)CCCCC1 (stereo not drawn)
-6%	-18%	-1%	4%	-8%	x	x	7%	-8%	CC(=O)c1ccc(NC(=O)Cn2c(=O)oc3cc(S(=O)(=O)N4CCCCC4)ccc32)cc1
-6%	-12%	1%	-17%	-13%	-7	9%	5%	-2%	CC(C)(C)n1ncc2c(=O)n(CC(=O)Nc3ccc4c(c3)OCO4)cnc21
-4%	u	4%	29%	-12%	8	3%	-9%	-10%[11.5 µM]	COc1cc(S(=O)(=O)NCc2ccc3c(c2)OCO3)ccc1Cl
-1%	-5%	1%	15%	-11%	-14	x	-4%	0%	CC(=O)c1ccc(NC(=O)CC2Nc3cc(C)c(C)cc3NC2=O)cc1 (stereo not drawn)
6%	1%	-1%	-7%	-10%	-20	-4%	5%	-3%	CCN(CC)CCCNc1cc2n(c(=O)n1)CCc1cc(OC)c(OC)cc1-2
-8%	-2%	0%	55%[activator]	-16%	-23	0%	-3%	i	O=C(Nc1c(C(=O)O)[nH]c2ccccc12)c1cccc(C(F)(F)F)c1
-2%	-9%	11%	14%	10%	-3	20%	-2%	-1%	Cc1ccc2oc(NC(=O)N3CCOCC3)cc(=O)c2c1
-5%	-18%	5%	12%	-10%	5	-5%	-10%	-10%	CCOC(=O)C1CCN(Cc2cnc(Oc3ccc(Cl)cc3C)s2)CC1
-13%	-21%	30%[activator]	-5%	-10%	-3	-2%	-15%	-9%	CCCSc1nc(N)nc(-c2cccs2)c1C#N
-5%	u	-1%	7%	-9%	-20	5%	-3%	-5%	CCCN1C(=O)/C(=C/c2ccc(OCC(=O)OCC)cc2)NC1=S
